High-throughput results (PubChem)
aSyn rescue – rescues yeast growth from alpha-synuclein toxicity | Potency, µM (series often up to 46.1 µM), inactives show at the top dose growth rescue (activation), hits mostly activators | Yeast expressing alpha-synuclein, growth rescue, BacTiter-Glo, 24 h | 370,000 compounds, 0.14% hits; also: potency is read from the fitted curve at half-maximal effect; % of control where 0% means no effect; nearly all actives have a fitted effect of over 65% in size
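Readout is rescue of growth in alpha-synuclein-expressing yeast, so inhibitors of toxicity appear as activators. Growth after 24 hr at 30 deg C in galactose medium is quantified by luminescence.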
GLP1R ag – agonists of human GLP-1 receptor | Potency, µM (doses to about 45.6 µM), for inactives: at the top dose activation, actives largely listed as activators | 380,000 compounds, 0.007% hits | HEK293 GLP-1R CRE-luciferase, luminescence, 4-6 h; cells express a hypersensitive GLP-1R form | P43220 | AID 624172; also: potency is read from the fitted curve at half-maximal effect; % of control where 0% means no effect
Target sequence (P43220 whole entry, looked up): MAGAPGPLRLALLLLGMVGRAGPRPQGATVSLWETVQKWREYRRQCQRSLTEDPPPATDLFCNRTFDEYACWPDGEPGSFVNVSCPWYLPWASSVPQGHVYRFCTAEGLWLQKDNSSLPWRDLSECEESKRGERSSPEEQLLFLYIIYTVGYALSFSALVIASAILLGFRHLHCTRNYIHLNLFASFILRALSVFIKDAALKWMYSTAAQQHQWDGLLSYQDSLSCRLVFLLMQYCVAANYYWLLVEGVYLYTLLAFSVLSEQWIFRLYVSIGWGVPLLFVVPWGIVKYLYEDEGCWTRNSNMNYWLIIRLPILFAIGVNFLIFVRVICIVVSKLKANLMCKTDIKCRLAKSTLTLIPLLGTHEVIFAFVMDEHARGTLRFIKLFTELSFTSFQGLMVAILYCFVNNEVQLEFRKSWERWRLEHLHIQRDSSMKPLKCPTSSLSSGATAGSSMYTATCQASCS
DRD3 agonist – agonists of human D3 dopamine receptor; P35462; 410,000 compounds, 0.58% hits; max activation, %; AID 652048; D3R DiscoveRx beta-arrestin cells, luminescence, 90 min; in the data active = max activation above about 30%; also: 0% is about no effect; mostly tested at two doses, the higher about 12 µM
Target sequence (P35462 whole entry, looked up): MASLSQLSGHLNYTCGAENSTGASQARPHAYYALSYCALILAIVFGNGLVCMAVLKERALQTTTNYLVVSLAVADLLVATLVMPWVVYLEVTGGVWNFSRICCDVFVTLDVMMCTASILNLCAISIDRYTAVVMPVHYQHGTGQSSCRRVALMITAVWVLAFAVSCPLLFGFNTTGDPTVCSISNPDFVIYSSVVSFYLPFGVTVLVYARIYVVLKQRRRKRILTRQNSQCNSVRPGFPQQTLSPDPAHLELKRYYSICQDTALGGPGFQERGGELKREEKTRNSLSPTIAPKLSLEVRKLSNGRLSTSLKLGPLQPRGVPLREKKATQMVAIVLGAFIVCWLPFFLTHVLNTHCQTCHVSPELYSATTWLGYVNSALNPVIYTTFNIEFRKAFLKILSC
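Agonist mode: compounds and dopamine controls were applied to plated cells for 90 min at 37 degrees C after an overnight attachment at 1500 cells/well. Luminescent read-out followed 30 - 60 minutes at room temperature with DiscoveRx detection reagent.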
Active calls of the source: *; x = no result given; & = joins results of further samples; [ ] = remark or other dose. Unless noted, calls follow the shape of the dose curve; as a rule, active = well fitted activation curve with a large enough effect; inconclusive = small, poorly fitted or top-dose-only effect; inactive = no such curve, though single readings can be large or run the other way. This is a subset (hit frequency here may not be typical).

SMILES | aSyn rescue | GLP1R ag | DRD3 agonist
C[C@@]12C=CC(=O)C=C1CCC1C3CC(O)[C@@](O)(C(=O)CO)[C@]3(C)CC(O)[C@]12F (some centres undefined) | x | 0% | x
CCNC(=O)[C@@H]1CCCN1C(=O)[C@H](CCCN=C(N)N)NC(=O)[C@H](CC(C)C)NC(=O)[C@@H](CC(C)C)NC(=O)[C@H](Cc1ccc(O)cc1)NC(=O)[C@H](CO)NC(=O)[C@H](Cc1c[nH]c2ccccc12)NC(=O)[C@H](Cc1cnc[nH]1)NC(=O)[C@@H]1CCC(=O)N1 | x | x | 3
C=C[C@]1(C)C[C@@H](OC(=O)CSCCN(CC)CC)[C@]2(C)[C@H](C)CC[C@]3(CCC(=O)[C@H]32)[C@@H](C)[C@@H]1O | x | x | -24
CCCCCCCCCCCC(=O)OC[C@@H](O)C1OC[C@H](O)[C@H]1O (some centres undefined) | x | x | 2
CO/N=C(\C(=O)N[C@@H]1C(=O)N2C(C(=O)O)=C(CSC(=O)c3ccco3)CS[C@H]12)c1csc(N)n1 | x | x | -5
OC[C@H]1O[C@@H](n2cnc3c(=S)nc[nH]c32)[C@H](O)[C@@H]1O | x | x | -24
N[C@@H](CSSC[C@H](N)C(=O)O)C(=O)O | x | x | 8
CC#CCC(C)[C@H](O)/C=C/[C@@H]1[C@H]2C/C(=C/CCCC(=O)O)C[C@H]2C[C@H]1O (some centres undefined) | x | x | -22
O=C1Nc2ccc(Cl)cc2[C@@](C#CC2CC2)(C(F)(F)F)O1 | x | x | 13
CCCCCCCCCCCCCCCC(=O)OC[C@H](O)[C@H]1OC(=O)C(O)=C1O | x | x | -15

One compound at a time, as listed above. Values in the order: aSyn rescue	GLP1R ag	DRD3 agonist
`OC[C@H]1O[C@@H](n2cnc3c(=S)nc[nH]c32)[C@H](O)[C@@H]1O` is entered as x	x	-24
`C[C@@]12C=CC(=O)C=C1CCC1C3CC(O)[C@@](O)(C(=O)CO)[C@]3(C)CC(O)[C@]12F` (some centres undefined) is entered as x	0%	x

More entries follow.
SMILES | aSyn rescue | GLP1R ag | DRD3 agonist
CC#CCC(C)[C@H](O)/C=C/[C@@H]1[C@H]2c3cccc(CCCC(=O)O)c3O[C@H]2C[C@H]1O (some centres undefined) | x | x | 15
CNCC(=O)N[C@@H](CCCN=C(N)N)C(=O)N[C@H](C(=O)N[C@@H](Cc1ccc(O)cc1)C(=O)N[C@H](C(=O)N[C@@H](Cc1cnc[nH]1)C(=O)N1CCC[C@H]1C(=O)N[C@@H](C)C(=O)O)C(C)C)C(C)C | x | x | 14
CN[C@@H]1[C@@H](O)[C@@H](O[C@@H]2[C@H](O)[C@H](O[C@H]3OC(CN)=CC[C@H]3N)[C@@H](N)C[C@H]2N)OCC1(C)O (some centres undefined) | x | x | -3
C/C1=C2N=C(/C=C3N=C(/C(C)=C4\[N-]C(C(CC(N)=O)C4(C)CCC(=O)NCC(C)OP(=O)([O-])OC4C(CO)OC(n5cnc6cc(C)c(C)cc65)C4O)C4(C)N=C1C(CCC(N)=O)C4(C)CC(N)=O)C(CCC(N)=O)C\3(C)C)C(CCC(N)=O)C/2(C)CC(N)=O.[CH3-].[Co+3] (centres undefined) | x | x | -6
CCCC(=O)Nc1c(I)cc(I)c(CC(CC)C(=O)O)c1I (centres undefined) | x | x | 6
CCCCN(CCCC)C(=S)[S-].CCCCN(CCCC)C(=S)[S-].[Zn+2] | x | x | -1
CO[C@H]1C[C@H](O[C@@H]2/C(C)=C/C[C@@H]3C[C@@H](C[C@]4(CC[C@H](C)[C@@H](C5CCCCC5)O4)O3)OC(=O)[C@@H]3C=C(C)/C(=N/O)[C@H]4OC/C(=C\C=C\[C@@H]2C)[C@]43O)O[C@@H](C)[C@@H]1O | x | x | -3
Nc1nc(NC2CC2)c2ncn([C@@H]3C=C[C@@H](CO)C3)c2n1 | x | x | 6
O=C1NC(=O)[C@H]2[C@@H]1[C@@H]1C=C[C@H]2C1 | x | x | 3
CN[C@@H]1[C@H](O[C@H]2[C@H](O[C@H]3[C@H](O)[C@@H](O)[C@H](N=C(N)N)[C@@H](O)[C@@H]3N=C(N)N)O[C@@H](C)[C@]2(O)CO)O[C@@H](CO)[C@H](O)[C@H]1O | x | x | 5
CC1(C)S[C@@H]2[C@H](NC(=O)C(c3ccccc3)S(=O)(=O)O)C(=O)N2[C@H]1C(=O)O (some centres undefined) | x | x | -13
CC(=O)OC(C)OC(=O)C(C)c1ccc(-c2ccccc2)c(F)c1 (centres undefined) | x | x | 9&7
CC(CN1c2ccccc2Sc2cccnc21)N(C)C (centres undefined) | x | x | -17
CCCCC/C=C\C/C=C\CCCCCCCC(=O)NC(C)c1ccccc1 (centres undefined) | x | x | 0
CC(C)C1CCC(C(=O)N[C@H](Cc2ccccc2)C(=O)O)CC1 (some centres undefined) | x | x | 1
COc1cc2c(cc1OC)[C@@H](c1ccccc1)CN(C)CC2 | x | x | -12
CN1CCC(CN2c3ccccc3Sc3ccccc32)C1 (centres undefined) | x | x | -22
C[S+](C)CCC(N)C(=O)O (centres undefined) | x | x | 1
C[C@@H]1CC[C@@]2(OC1)O[C@H]1C[C@H]3[C@@H]4CC[C@H]5C[C@@H](O)CC[C@]5(C)[C@H]4CC(=O)[C@]3(C)[C@H]1[C@@H]2C | x | x | -6
C=CC1=C(C(=O)O)N2C(=O)[C@@H](NC(=O)/C(=N/OCC(=O)O)c3csc(N)n3)[C@H]2SC1 (stereo in doubt) | x | x | 1
O=C(Cn1c(=O)sc2ccc(Cl)cc21)N1CCN(CCO)CC1 | x | x | 8
C=C1C(=C/C=C2\CCC[C@]3(C)[C@@H]([C@H](C)/C=C/[C@H](C)C(C)C)CC[C@@H]23)C[C@@H](O)C[C@@H]1O | x | x | -6
CC[C@@H](C)CCCCC(=O)N[C@@H](CCNCS(=O)(=O)O)C(=O)N[C@H](C(=O)N[C@@H](CCNCS(=O)(=O)O)C(=O)N[C@H]1CCNC(=O)[C@H]([C@@H](C)O)NC(=O)[C@H](CCNCS(=O)(=O)O)NC(=O)[C@H](CCNCS(=O)(=O)O)NC(=O)[C@H](CC(C)C)NC(=O)[C@@H](CC(C)C)NC(=O)[C@H](CCNCS(=O)(=O)O)NC1=O)[C@@H](C)O | x | x | 6
CC[C@H](C)[C@H](NC(=O)[C@H](Cc1ccccc1)NC(=O)[C@H](C)NC(=O)[C@H](CC(=O)O)NC(=O)[C@H](CCCCN)NC(=O)[C@H](CO)NC(=O)[C@@H]1CCCN1C(=O)[C@@H]1CCC(=O)N1)C(=O)NCC(=O)N[C@@H](CC(C)C)C(=O)N[C@@H](CCSC)C(N)=O | x | x | 11
CO[C@@H]1[C@@H](OC(N)=O)[C@@H](O)[C@H](Oc2ccc3c(O)c(NC(=O)c4ccc(O)c(CC=C(C)C)c4)c(=O)oc3c2C)OC1(C)C | x | x | -8
CC(=O)OCC(=O)[C@@]12N=C(C)O[C@@H]1C[C@H]1[C@@H]3CCC4=CC(=O)C=C[C@]4(C)[C@H]3[C@@H](O)C[C@@]12C | x | x | -2
CC[C@H](C)[C@@H]1NC(=O)[C@H](Cc2ccc(O)cc2)NC(=O)[C@@H](N)CSSC[C@@H](C(=O)N2CCC[C@H]2C(=O)N[C@@H](CC(C)C)C(=O)NCC(N)=O)NC(=O)[C@H](CC(N)=O)NC(=O)[C@H](CCC(N)=O)NC1=O | x | x | 3
CCC(C)[C@H]1O[C@]2(C=C[C@@H]1C)C[C@@H]1C[C@@H](C/C=C(\C)[C@@H](O[C@H]3C[C@H](OC)[C@@H](O[C@H]4C[C@H](OC)[C@H](NC(C)=O)[C@H](C)O4)[C@H](C)O3)[C@@H](C)/C=C/C=C3\CO[C@@H]4[C@H](O)C(C)=C[C@@H](C(=O)O1)[C@]34O)O2 (some centres undefined) | x | x | 13&10
CC(=O)O[C@]1(C(C)=O)CC[C@H]2[C@@H]3CCC4=CC(=O)CC[C@]4(C)[C@@]3(F)[C@@H](O)C[C@@]21C | x | x | 10
CC(=C(CCOC(=O)C(C)C)SSC(CCOC(=O)C(C)C)=C(C)N(C=O)Cc1cnc(C)nc1N)N(C=O)Cc1cnc(C)nc1N | x | x | -5
NC(=O)c1ncn([C@@H]2O[C@H](CO)[C@@H](O)[C@H]2O)c1N | x | x | -2
CN[C@@H]1[C@@H](O[C@H]2O[C@H](CO)[C@@H](N)[C@H](O)[C@H]2O)O[C@H]2C[C@@H](N)[C@@H](O[C@H]3[C@H](O)[C@@H](O)[C@H](N)C[C@@H]3N)O[C@@H]2[C@@H]1O | x | x | 5
CC(C)C(=O)OCC(=O)[C@@]12O[C@H](C3CCCCC3)O[C@@H]1C[C@H]1[C@@H]3CCC4=CC(=O)C=C[C@]4(C)[C@H]3[C@@H](O)C[C@@]12C | x | x | 6
CCN1\C(=C/C=C/C=C/c2sc3ccccc3[n+]2CC)Sc2ccccc21 | x | x | -20&-19
O=C1O[C@@H]2[C@@H](O)[C@H](O)O[C@@H]2[C@H]1O | x | x | -7
CC/C=C(\C(=O)N[C@@H]1C(=O)N2C(C(=O)OCOC(=O)C(C)(C)C)=C(COC(N)=O)CS[C@H]12)c1csc(N)n1 | x | x | -30&3
CNC(C)CCC=C(C)C (centres undefined) | x | x | -20
Cc1onc(-c2ccccc2)c1C(=O)N[C@@H]1C(=O)N2[C@@H]1SC(C)(C)[C@@H]2C(=O)O | x | x | 6
CCC[C@@H]1C[C@@H](C(=O)N[C@@H]([C@H]2O[C@H](SC)[C@H](O)[C@@H](O)[C@H]2O)[C@H](C)Cl)N(C)C1 | x | x | -13
C=N[C@@H](C(=O)N[C@@H]1C(=O)N2[C@@H]1SC(C)(C)[C@@H]2C(=O)O)c1ccccc1 | x | x | -6
C/C(=C(\CCOC(=O)c1ccccc1)SS/C(CCOC(=O)c1ccccc1)=C(/C)N(C=O)Cc1cnc(C)nc1N)N(C=O)Cc1cnc(C)nc1N | x | x | -2
CCN(CC)CCOC[C@H]1O[C@@H](O)[C@H](OCCN(CC)CC)[C@@H](O)[C@@H]1O | x | x | 5
OC[C@H]1O[C@@H](OCCc2ccc(O)cc2)[C@H](O)[C@@H](O)[C@@H]1O | x | x | 2
C#C[C@]1(O)CC[C@H]2[C@@H]3[C@H](C)CC4=C(CCC(=O)C4)[C@H]3CC[C@@]21C | x | x | 7
C=O | x | x | 7
CO[C@@H]1[C@@H](O[C@@H]2O[C@H](C)[C@@H](O[C@H]3C[C@@](C)(O)[C@@H](OC(=O)CC(C)C)[C@H](C)O3)[C@H](N(C)C)[C@H]2O)[C@@H](CC=O)C[C@@H](C)C(=O)/C=C/C2OC2C[C@@H](C)OC(=O)C[C@H]1OC(C)=O (some centres undefined) | x | x | 10
CC(C)OC(=O)c1cc2c(OCC(O)CNC(C)(C)C)cccc2[nH]1 (centres undefined) | x | x | -13
C[C@]1(Cn2ccnn2)[C@H](C(=O)O)N2C(=O)C[C@H]2S1(=O)=O | x | x | 4
C=C1CC[C@H](O)CC1=C/C=C1\CCC[C@]2(C)[C@@H]([C@H](C)/C=C/[C@H](C)C(C)C)CC[C@@H]12 | x | x | 14
CC[C@@H]([C@H](C)O)n1ncn(-c2ccc(N3CCN(c4ccc(OC[C@@H]5CO[C@@](Cn6cncn6)(c6ccc(F)cc6F)C5)cc4)CC3)cc2)c1=O | x | x | 4

Two entries from above in another layout.
| SMILES | aSyn rescue | GLP1R ag | DRD3 agonist |
| --- | --- | --- | --- |
| CC[C@H](C)[C@@H]1NC(=O)[C@H](Cc2ccc(O)cc2)NC(=O)[C@@H](N)CSSC[C@@H](C(=O)N2CCC[C@H]2C(=O)N[C@@H](CC(C)C)C(=O)NCC(N)=O)NC(=O)[C@H](CC(N)=O)NC(=O)[C@H](CCC(N)=O)NC1=O | x | x | 3 |
| CNC(C)CCC=C(C)C (centres undefined) | x | x | -20 |

Remaining list, next part.
SMILES | aSyn rescue | GLP1R ag | DRD3 agonist
CN(C)[C@@H]1C(=O)C(C(=O)NCN2CCCC2)=C(O)[C@@]2(O)C(=O)C3=C(O)c4c(O)cccc4[C@@](C)(O)C3C[C@@H]12 (some centres undefined) | x | x | -26&5
O=C(O)/C=C(\CC(=O)O)C(=O)O | x | x | 0
CC(=O)O[C@H]1CC[C@@]2(C)C(=CC[C@@H]3[C@@H]2CC[C@]2(C)C(c4cccnc4)=CC[C@@H]32)C1 | x | x | 7
c1ccc2c(c1)CCC[C@H]2Nc1nc2ccccc2[nH]1 | -1% | x | x
O=C(CC(Cl)(Cl)Cl)N1CCN(/[N+]([O-])=N/Oc2ccc([N+](=O)[O-])cc2[N+](=O)[O-])CC1 | -67%[inhibitor] | x | x
CC(C)C[C@H](NC(=O)C1OC1C(=O)O)C(=O)NCCCCN=C(N)N (some centres undefined) | -2% | x | x
Cc1ccc(S(=O)(=O)N2CCN(c3nc(N(C)c4cc(Cl)ccc4O)nc4ccccc34)CC2)cc1 | 2% | x | x
Cc1ccc(S(=O)(=O)N2CCN(c3nc(-c4cccnc4)nc4ccccc34)CC2)cc1 | -7% | x | x
O=C1/C(=C/c2ccsc2)CC/C1=C\c1cccs1 | -13% | x | x
Cc1ccc2c(c1)C(N1CCN(C)CC1)=Nc1cccnc1N2 | 13% | x | x
CC[n+]1c(/C=C/C=C2/N(C)c3ccccc3C2(C)C)sc2ccccc21 | -82%[inhibitor] | x | x
NC/C=C\C(=O)O | -10% | x | x
C1CCC(N=C(NC23CC4CC(CC(C4)C2)C3)N2CCOCC2)CC1 | 1% | x | x
